Casp1 inh – allosteric or competitive inhibitors of human caspase-1; P29466; Caspase-1 enzyme, Ac-WEHD-AFC fluorogenic rate; Potency, µM (series often up to 57.5 µM), without a hit: top-dose activity change, negative = inhibition, most hits filed as inhibitors; hit rate 0.03% among 75,000; AID 900;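 further: potency means the concentration at half of the fitted maximal effect; plate controls were vehicle for no effect and no substrate for full effect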
Target sequence (P29466 120-297 limits assumed): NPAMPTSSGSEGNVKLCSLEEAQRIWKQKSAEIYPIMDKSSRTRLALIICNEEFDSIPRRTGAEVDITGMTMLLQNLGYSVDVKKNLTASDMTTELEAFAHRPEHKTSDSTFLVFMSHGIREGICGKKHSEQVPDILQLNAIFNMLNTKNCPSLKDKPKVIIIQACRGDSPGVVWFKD
Target sequence (P29466 317-404 limits assumed): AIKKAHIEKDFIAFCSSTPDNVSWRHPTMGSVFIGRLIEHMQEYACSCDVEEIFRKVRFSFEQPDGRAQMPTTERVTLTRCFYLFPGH
FLuc inh – firefly luciferase inhibition | purified firefly luciferase, luminescence, 8 min | Potency, µM (doses to about 57.1 µM), inactives show top-dose activity change, negative = inhibition, actives largely listed as inhibitors | hit rate 2.2% among 72,000 | AID 411; further: potency means the concentration at half of the fitted maximal effect; on the % scale 0 is the no-effect control and ±100 the full control effect; nearly all actives have a fitted effect of over 40% in size
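Here, luciferase activity is measured as luminescence following an 8 min room-temperature reaction at 10 uM ATP, pH 7.2. Every library sample is titrated.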
Rhodamine fluor – rhodamine region autofluorescence. Rhodamine-region fluorescence, 547/598 nm, Tris buffer; hits give high values. max dye-equivalent concentration, M. hit rate 0.05% among 59,000; in the data active means max dye-equivalent concentration above about 11 nM; inconclusive means between about 1.1 nM and that limit
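Steps: pin-transfer compounds into pH 8.0 Tris (100 mM), hold 15 min at room temperature, image with a 547/598 nm filter pair, and convert intensities to rhodamine-equivalent concentration using a six-point on-plate rhodamine series.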
TexasRed autofl – Texas Red region autofluorescence | Compound fluorescence, Texas Red channel, 547/618 nm; hits give high values | max dye-equivalent concentration, M | hit rate 0.06% among 59,000; in the data active means max dye-equivalent concentration above about 10 nM; inconclusive means between about 1.1 nM and that limit
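Spectral interference profiling: each compound concentration's relative fluorescence, read with a 547 nm excitation and 618 nm emission filter pair, was normalized to a per-plate Texas Red standard curve.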
HADH2 inhib – blocks human hydroxyacyl-CoA dehydrogenase type II; Q99714; recombinant HADH2, NADH fluorescence, beta-hydroxybutyryl-CoA; Potency, µM (titrated, usually from 57.1 µM), without a hit: top-dose activity change, negative = inhibition, most hits filed as inhibitors; hit rate 3.4% among 73,000; further: potency means the concentration at half of the fitted maximal effect; on the % scale 0 is the no-effect control and ±100 the full control effect; nearly all actives have a fitted effect of over 60% in size; many of its hits are not listed in these tables
Target sequence (Q99714 whole entry, looked up, one chain of several): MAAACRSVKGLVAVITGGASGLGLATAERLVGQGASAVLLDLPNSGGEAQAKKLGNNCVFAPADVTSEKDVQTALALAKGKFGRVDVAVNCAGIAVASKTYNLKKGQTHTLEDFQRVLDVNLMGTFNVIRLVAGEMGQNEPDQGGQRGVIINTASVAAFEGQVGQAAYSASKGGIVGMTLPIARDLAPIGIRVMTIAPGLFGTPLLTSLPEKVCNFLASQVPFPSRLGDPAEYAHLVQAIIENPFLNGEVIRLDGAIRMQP
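E. coli-expressed His-tagged HADH2 tested at 20 nM in alkaline Tris buffer (pH 9.0); oxidation of 90 uM beta-hydroxybutyryl-CoA with 1 mM NAD+ tracked fluorimetrically for 4 min.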
USP2a inh – blocks human ubiquitin-specific protease USP2a | O75604 | USP2a enzymatic assay, qHTS inhibition | Potency, µM (titrated, usually from 38.3 µM), for the others: top-dose activity change, negative = inhibition, usual class: inhibitors | hit rate 0.1% among 60,000 | AID 927;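 further: potency means the concentration at half of the fitted maximal effect; nearly all actives have a fitted effect of over 60% in size; plate controls were DMSO for no effect and NEM full inhibition control for full effect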
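USP2 core (20 nM final) was preincubated with compound for 30 min at RT in 20 mM Tris-HCl pH 8.0, 2 mM CaCl2, 2 mM beta-mercaptoethanol; Ub-PLA2 (20 nM) plus NBD C6-HPC (20 uM) then added, fluorescence read after 2.5 h.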
Tau filament bind – binders of human tau filaments | P10636 | recombinant tau filaments, thioflavin S fluorescence, 15 h; filaments grown with octadecylsulfate alongside compound | Potency, µM (highest dose often 57.1 µM), without a hit: at the top dose activity change, negative = inhibition | hit rate 2% among 71,000;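 further: potency means the concentration at half of the fitted maximal effect; on the % scale 0 is the no-effect control and ±100 the full control effect; actives lower thioflavin S fluorescence by blocking filaments or displacing dye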
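Tau 2 uM in ThS buffer dispensed; compound added; 60 uM ODS added (finals 1 uM tau, 30 uM ODS); 15 h 37 C; fluor ex450/em510.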
Casp7 inh – caspase-7 (human) inhibition, allosteric or competitive; Potency, µM (top dose mostly 57.5 µM), for inactives: top-dose activity change, negative = inhibition, actives largely listed as inhibitors; P55210; recombinant caspase-7, Ac-DEVD-AFC fluorescence rate; hit rate 0.02% among 75,000; active means well fitted inhibition curve with a large enough effect in the main read-out, with a control signal flat, not every such curve was filed as active; inconclusive means small, poorly fitted or top-dose-only effect, or a change in a side signal; further: potency means the concentration at half of the fitted maximal effect; % of control where 0% means no effect
Target sequence (P55210 24-198 limits assumed): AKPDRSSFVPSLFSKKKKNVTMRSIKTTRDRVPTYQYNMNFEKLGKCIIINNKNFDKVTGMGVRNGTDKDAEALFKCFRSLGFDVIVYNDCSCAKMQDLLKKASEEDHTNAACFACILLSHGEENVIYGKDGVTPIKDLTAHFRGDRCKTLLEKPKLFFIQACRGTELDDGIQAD
Target sequence (P55210 207-303 limits assumed): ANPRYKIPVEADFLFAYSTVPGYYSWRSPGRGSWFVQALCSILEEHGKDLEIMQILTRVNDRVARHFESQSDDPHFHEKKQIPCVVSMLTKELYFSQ
ERK AVP block – blocks ERK signaling stimulated by vasopressin | HEK293-V1b, vasopressin-stimulated pERK AlphaScreen | Potency, µM (series often up to 57.5 µM), for inactives: at the highest dose activity, negative = inhibition, hits mostly inhibitors | hit rate 0.99% among 72,000; further: potency means the concentration at half of the fitted maximal effect; on the % scale 0 is the no-effect control and ±100 the full control effect; nearly all actives have a fitted effect of over 55% in size
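HEK293 cells stably expressing V1b receptor, preincubated 30 min at 37 °C with compound, then stimulated 5 min with 25 nM vasopressin. Phospho-ERK by AlphaScreen SureFire after 5 h RT; normalized to DMSO and vasopressin; AC50 by Hill fit.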
HEK293 cAMP cs – raises cAMP in parental HEK293 cells, TSHR agonist counter-screen | hit rate 2.5% among 73,000 | parental HEK293 CNG cAMP sensor, membrane potential fluorescence | Potency, µM (highest dose often 57.1 µM), without a hit: at the highest dose activation, hits mostly activators; further: potency means the concentration at half of the fitted maximal effect; % of control where 0% means no effect; nearly all actives have a fitted effect of over 55% in size
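Parental HEK 293 cells stably expressing a modified CNG channel (no TSHR) report cAMP rise as membrane depolarization. Membrane potential dye with 100 uM RO 20-1724 was loaded for 60 min at room temperature, then compound added for 30 min; fluorescence read at 590 nm.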
Fluorescein autfl – fluorescein region autofluorescence; Compound autofluorescence, 480/540 nm, fluorescein-equivalent; hits give high values; max fluorescein-equivalent concentration, M; hit rate 0.91% among 59,000; AID 593; in the data active means max fluorescein-equivalent concentration above about 10 nM; inconclusive means between about 1.1 nM and that limit
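Autofluorescence profiling; 100 mM Tris, pH 8.0; incubation 15 min at RT; ex/em 480/540 nm; result as fluorescein-equivalent concentration.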
* marks the source's active call; other numbers are inactive results; i = inactive; u = inconclusive; x = not tested or not shown; [ ] = dose if it differs, or a comment. Unless noted, the call rests on the fitted dose curve; in most records, active means well fitted curve in the direction sought with a large enough effect; inconclusive means small, poorly fitted or top-dose-only effect, or another doubt; inactive means no such curve, though single readings can be large; an effect the other way counts as inactive or inconclusive.

SMILES | Casp1 inh | FLuc inh | Rhodamine fluor | TexasRed autofl | HADH2 inhib | USP2a inh | Tau filament bind | Casp7 inh | ERK AVP block | HEK293 cAMP cs | Fluorescein autfl
Cc1csc(SCc2nnc(-c3ccccc3Br)o2)n1 | 1% | 20µM* | i | i | -22% | 12% | -1% | -2% | 16% | 23% | i
O=C(CN1CCNCC1)Nc1ccccc1Cl | 2% | -1% | i | i | 0% | -4% | 8% | 1% | 3% | -7% | i
COc1ccccc1NC(=O)CSc1nnc(-c2ccoc2C)n1CCc1ccccc1 | -4% | 0% | i | i | 2% | 13% | 11% | -2% | -19% | u | u
COc1ccc(-c2ccc(C(=S)N3CCN(C(C)=O)CC3)o2)cc1 | -4% | -23% | i | i | 2µM* | 14% | -24% | -4% | -14% | 0% | i
CC(C)c1cccc2cc3c(nc12)-c1cccc(=O)n1C3 | -6% | x | x | x | 86%[activator] | x | 66% | -12% | -8% | u | x
COc1ccccc1-c1nnc2sc(-c3cc4ccccc4o3)nn12 | 0% | -1% | i | i | 2% | 17% | 5% | -1% | -11% | 25µM* | u
Cc1ccccc1Nc1nc(N)nc(CN(C)c2ccccc2)n1 | -1% | 0% | i | u | -11% | 19% | -6% | 0% | -18% | -11% | u
O=C(CSc1nc(-c2ccccc2)cc(C(F)(F)F)n1)NCCN1CCOCC1 | 1% | 1% | i | i | 9% | 6% | u | 0% | -17% | 22% | i
Cc1ccc(OCC(=O)Nc2ccc(-c3nc4ncccc4o3)cc2)c(C)c1 | -1% | 3% | i | i | u | 30%[activator] | 107% | 1% | -6% | 29% | i
CCOC(=O)c1c(C)c(C(=O)NCCOC)c(C)n1CC | -3% | 4% | i | i | 6% | 6% | -9% | 2% | u | 2% | i
CCOCC(=O)N1CCCC(C(=O)OCC)C1 (configuration not stated) | 0% | 8% | i | i | 1% | -6% | 1% | 0% | -7% | 1% | i
Cc1ccc2cc(-c3noc(C(C)(C)C)n3)c(=O)[nH]c2c1 | 0% | -2% | i | i | -11% | -6% | 17% | 2% | -2% | u | i
CS(=O)(=O)Nc1ccc(Cc2ccc(NS(C)(=O)=O)cc2)cc1 | 0% | -1% | i | i | -5% | 0% | -2% | 1% | -24% | 12% | u
CCCC(=O)Nc1ccc(NC(=O)c2ccccc2OC)cn1 | 3% | -2% | i | i | -1% | 0% | -5% | -1% | 12% | 0% | u
O=C(CCn1c(=O)oc2ccccc21)N1CCOCC1 | 0% | 1% | i | i | -3% | -2% | 7% | 1% | -1% | 6% | i
O=C(COc1ncnc2ccccc12)N1CCN(S(=O)(=O)c2ccc(Cl)cc2)CC1 | -2% | 1% | i | i | 3% | 21% | 0% | -2% | -10% | u | u
O=C(CN1C(=O)C2C3C=CC(C3)C2C1=O)NCCN1CCCc2ccccc21 (configuration not stated) | -7% | 2% | i | i | -2% | -1% | 5% | -4% | 6% | 5% | i
CCCCCCCCC/C=C/CC1CC(=O)OC1=O (configuration not stated) | -1% | x | x | x | -2% | x | 11% | -2% | -17% | u | x
CC(C)(C)C(=O)Cn1c(NCCCO)nc2ccccc21 | 0% | 0% | i | i | 5% | 0% | 6% | 4% | -7% | 27% | u
COC(=O)CCn1nnc(-c2ccc(C)cc2)n1 | -1% | -17% | i | i | 0% | x | -2% | -1% | 6% | 13% | i
Cc1nc2c3cnn(-c4ccccc4)c3ncn2n1 | -3% | -13% | i | u | 10% | 28% | 11% | -2% | -22% | 11% | i
Cc1nc2cncnc2n(Cc2ccccc2)c1=O | 1% | 2%[11.4 µM] | i | i | -20% | 30% | -28% | 0% | -11% | 9% | i
CC1CCN(S(=O)(=O)c2ccc3c(c2)c(=O)c(C(=O)N2CCCCC2)cn3C)CC1 | 3% | 1% | i | u | 3% | 11% | 8% | 0% | 15% | 0% | u
Cc1cc(C(=O)N2CCN(c3cccc(Cl)c3)CC2)c(C)o1 | -6% | -1% | i | i | -5% | 3% | 51% | -6% | 14% | u | u
COCCOC(=O)C1=C(C)NC(=O)CC1c1cc2c(cc1Br)OCO2 (configuration not stated) | 0% | 1% | i | i | 4% | 2% | 4% | 3% | -19% | -3% | i
O=C1c2ccccc2CC1Sc1nnc(-c2ccncc2)o1 (configuration not stated) | -10% | -2% | i | i | u | -5% | 21% | -14% | 4% | 5% | u
Clc1ccc(-c2nc3nc4ccccc4nc3n2Cc2ccco2)cc1 | -3% | -3% | i | i | 23% | 10% | u | -2% | 1% | u | i
CN(C)S(=O)(=O)c1ccc(C(=O)Nc2nc(-c3cccs3)cs2)cc1 | -10% | -4% | x | x | 164%[activator] | x | 32% | -12% | x | u | x
CC1=Nn2c(nnc2-c2cc(C)[nH]n2)SC1 | 0% | 3% | i | i | -21% | -1% | 8% | -3% | 8% | 7% | u
Cc1nnc(NC(=O)CSc2nnc(Cc3ccccc3)n2Cc2ccccc2)s1 | -1% | 0% | i | i | 6% | 19% | 2% | 3% | -14% | 18% | i
Cc1noc(C)c1-c1nc(Nc2ccc(F)cc2)c2ccccc2n1 | -2% | 2%[2.29 µM] | i | i | 13µM* | 58%[activator] | -16% | -14% | 2% | -4% | i
N[C@@H](Cn1cc(I)c(=O)n(Cc2ccc(C(=O)O)cc2)c1=O)C(=O)O | -1% | 3% | x | x | -8% | x | -19% | -2% | 19% | u | x
CCCn1c(SCC(=O)Nc2sc(C)c(C)c2C(=O)OCC)nc2c1c(=O)n(C)c(=O)n2C | 3% | 2% | i | i | 5% | 5% | 0% | -2% | -7% | 2% | u
C=Cc1cccc(C)c1 | 0% | x | x | x | 2% | x | -8% | 0% | 15% | 28% | x
CCCCCc1c(C)nc(Nc2nc(C)c3cc(OC)ccc3n2)[nH]c1=O | 2% | 2% | i | i | 27% | 52%[activator] | 10% | 0% | -8% | 10µM* | i
O=C(COC(=O)c1cccs1)Nc1ccccc1 | 0% | -12% | i | i | -1% | 4% | -1% | -1% | -9% | 11% | i
COc1ccc(-c2c(C)oc3c(CN4CCN(CCO)CC4)c(O)ccc3c2=O)cc1OC | -3% | 0% | i | u | u | 6% | -13% | 0% | -1% | 12% | i
COc1cccc(Cn2c(=O)c(-c3cc(F)cc(F)c3)nc3cnc(OC)nc32)c1 | u | 2%[11.4 µM] | i | i | 8% | 85%[activator] | -9% | -15% | -21% | 16% | i
Cc1cc(C)c(C#N)c(SCS(=O)Cc2ccccc2)n1 (configuration not stated) | 0% | 2% | i | u | -11% | 2% | -3% | -1% | -9% | u | i
COc1ccc(OC)c(C2CC(=O)c3c([nH]c(C(=O)OC(C)C)c3C)C2)c1 (configuration not stated) | -4% | 0% | x | x | 9% | x | i | -4% | -26% | 30% | x
CCSc1oc(-c2ccccc2)nc1S(=O)(=O)c1ccccc1 | -4% | 0% | i | i | 4% | 18% | u | -7% | 67%[activator] | u | u
O=C(NCCc1csc(-c2cccnc2)n1)c1ccco1 | 0% | 0% | x | x | -6% | x | 10% | -2% | x | -7% | x
CCOc1cc2[nH]c(=O)n(Cc3cccc(OC)c3)c(=O)c2cc1OCC | -1% | 3% | i | i | 27% | 16% | i | 1% | 20% | -9% | i
CCn1c(C2CC(=O)N(c3cc(C)cc(C)c3)C2)nc2ccccc21 (configuration not stated) | -1% | 2% | x | x | 3% | x | -15% | -1% | x | u | x
CCOC(=O)c1nc2nc(C)cc(=O)n2[nH]1 | -1% | 0% | x | x | 4%[11.4 µM] | 1%[7.66 µM] | 4%[11.4 µM] | 0% | -12% | 0%[11.4 µM] | x
CC(C)(CS)C(=O)N1CCC[C@H]1C(=O)O | -4%[25.7 µM] | -1%[25.5 µM] | i | u | u | 11%[17.1 µM] | -3%[25.6 µM] | 2%[25.7 µM] | -5%[25.7 µM] | 4%[25.6 µM] | u
COc1cnc(NS(=O)(=O)c2ccc(N)cc2)nc1 | 3% | -2%[25.5 µM] | i | i | 2%[25.6 µM] | 6% | -5%[25.6 µM] | -2% | -8% | -2%[25.6 µM] | u

Of the compounds above, these have a thiophene ring, fused or not.
SMILES | Casp1 inh | FLuc inh | Rhodamine fluor | TexasRed autofl | HADH2 inhib | USP2a inh | Tau filament bind | Casp7 inh | ERK AVP block | HEK293 cAMP cs | Fluorescein autfl
CN(C)S(=O)(=O)c1ccc(C(=O)Nc2nc(-c3cccs3)cs2)cc1 | -10% | -4% | x | x | 164%[activator] | x | 32% | -12% | x | u | x
CCCn1c(SCC(=O)Nc2sc(C)c(C)c2C(=O)OCC)nc2c1c(=O)n(C)c(=O)n2C | 3% | 2% | i | i | 5% | 5% | 0% | -2% | -7% | 2% | u
O=C(COC(=O)c1cccs1)Nc1ccccc1 | 0% | -12% | i | i | -1% | 4% | -1% | -1% | -9% | 11% | i

Screens as filed in PubChem.

A portion of the library; the hit share may differ from the screen's.
